From PubChem BioAssay
Runt-SMMHC FRET – Runt domain-CBFb-SMMHC interaction inhibition. inhibition, % at 20 µM. Cerulean-Runt/Venus-CBFb-SMMHC FRET ratio 530/480, 1 h. 220,000 tested, 0.74% active. Q01196+Q13951;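 active means mean inhibition across duplicate retests at 20 µM reaching about 50%, limit read from the data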;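 further: 0% = DMSO wells and 100% = wells with excess untagged CBFb-SMMHC; inhibitors lower the FRET ratio by blocking Runt binding to CBFb-SMMHC; some results filed as inactive read as strong as hits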
m-calpain inh – inhibitors of pig calpain II; purified calpain II, fluorogenic peptide substrate, 30 min; inhibition, % at 16 µM; 220,000 tested, 0.37% active;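 active means inhibition above about 50%, limit read from the data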
NCF1 inh – inhibitors of human p47phox binding | AID 1274 | P14598 | inhibition, % at 24.7 µM | 220,000 tested, 0.53% active | p47phox/p22phox peptide binding, fluorescence polarization, 2 h;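 active means inhibition above about 30%, limit read from the data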;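 further: 0% = p47phox with labelled peptide and 100% = labelled peptide alone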
p97 inhibitor – blocks human p97 ATPase activity | 220,000 tested, 0.42% active | inhibition, % at 8 µM | recombinant p97 ATPase, Kinase-Glo ATP luminescence, 3 h; in the data active means inhibition above about 15%;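 further: 0% = DMSO vehicle and 100% = wells lacking enzyme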
RBBP9 inhibitor – blocks human serine hydrolase RBBP9 | O75884 | inhibition, % at 7.94 µM | recombinant RBBP9, FP-Rh probe fluorescence polarization | 220,000 tested, 0.2% active;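 active means inhibition above the campaign mean of all tested compounds plus 3 SD, cut at about 14% in these data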;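 further: plate controls were DMSO wells with RBBP9 for no effect and wells lacking RBBP9 protein for full effect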
Target sequence (O75884 whole entry, looked up): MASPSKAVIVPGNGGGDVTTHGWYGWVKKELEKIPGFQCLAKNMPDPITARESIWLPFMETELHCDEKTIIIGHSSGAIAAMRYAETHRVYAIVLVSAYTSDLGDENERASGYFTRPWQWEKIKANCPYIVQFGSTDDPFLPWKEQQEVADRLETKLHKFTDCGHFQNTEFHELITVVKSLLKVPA
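System: RBBP9 protein / Buffer or medium: Tris/NaCl buffer pH 8.0 with 0.1% Pluronic / Probe or stimulus: Serine-hydrolase probe FP-Rh, 375 nM pre-mixing / Dosing: 7.94 µM single dose, 0.794% DMSO / Times: enzyme-compound preincubation 30 min, then probe labeling 45 min, 25 °C / Technique: fluorescence polarization (mP), excitation 525 nm, emission 598 nm / Replication: singlicate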
Tb hexokinase – T. brucei hexokinase 1 inhibition; recombinant TbHK1, G6PDH-coupled NADH A340; inhibition, % at 10 µM; 220,000 tested, 0.11% active; AID 1430;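 active means inhibition of 50% or more in the single-dose primary screen; inactive means inhibition below 50%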
Furin inh – blocks human furin protease activity; P09958; purified furin, fluorogenic substrate cleavage; inhibition, % at 30 µM; 220,000 tested, 0.061% active; AID 463115; in the data active means inhibition above about 25%; further: inactives centre near -15
Target sequence (P09958 108-714 limits assumed): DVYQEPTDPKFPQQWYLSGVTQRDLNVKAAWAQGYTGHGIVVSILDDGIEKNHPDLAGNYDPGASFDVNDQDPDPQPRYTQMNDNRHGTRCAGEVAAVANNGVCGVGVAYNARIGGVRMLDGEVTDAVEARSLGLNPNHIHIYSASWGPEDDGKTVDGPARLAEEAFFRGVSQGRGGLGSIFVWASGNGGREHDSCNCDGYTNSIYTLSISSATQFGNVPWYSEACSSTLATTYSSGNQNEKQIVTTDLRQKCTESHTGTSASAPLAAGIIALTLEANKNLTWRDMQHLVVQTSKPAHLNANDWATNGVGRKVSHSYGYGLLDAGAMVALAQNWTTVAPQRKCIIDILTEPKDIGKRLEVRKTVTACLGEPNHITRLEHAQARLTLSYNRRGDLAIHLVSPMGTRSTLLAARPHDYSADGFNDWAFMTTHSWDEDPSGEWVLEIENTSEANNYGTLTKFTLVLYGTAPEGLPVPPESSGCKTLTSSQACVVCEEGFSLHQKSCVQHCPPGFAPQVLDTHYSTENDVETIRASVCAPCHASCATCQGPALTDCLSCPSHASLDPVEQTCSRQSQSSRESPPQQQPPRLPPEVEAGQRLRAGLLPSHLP
Runt-CBFb FRET – blocks binding of human RUNX1 Runt domain to CBFb | Cerulean-Runt/Venus-CBFb FRET ratio 530/480, 1 h | inhibition, % at 20 µM | 220,000 tested, 0.46% active | Q01196+Q13951;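 active means inhibition over about 50% at 20 µM in the single-dose screen, limit read from the data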;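 further: 0% = DMSO wells and 100% = excess unlabeled CBFb competitor control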
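Measured by: fluorescence energy transfer, 422 nm excitation, 530/480 nm emission; Assay system: Cerulean-Runt domain; Medium: Tris pH 7.5 buffer with BSA; Measure: loss of energy transfer signal; Controls: 5 µM unlabeled CBFb as full-inhibition high control; Incubation: protein complex preformed 1 h, compound exposure 1 h, room temperature, dark.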
EBV gp42 block – EBV gp42 inhibition; Fluorescence polarization binding assay, mP read-out; inhibition, % (tested at 21.74 µM); 220,000 tested, 0.42% active; in the data active means inhibition above about 50%
Numbers without * were called inactive; . = not tested or not shown; [ ] = remark or other dose.

SMILES	Runt-SMMHC FRET	m-calpain inh	NCF1 inh	p97 inhibitor	RBBP9 inhibitor	Tb hexokinase	Furin inh	Runt-CBFb FRET	EBV gp42 block
O=C(OCc1cccc([N+](=O)[O-])c1)c1ccc2ccccc2n1	-1	0	-11	3	-3	-6	-11	0	-10
CC1CC1C(=O)OCC(=O)Nc1cccc([N+](=O)[O-])c1 (stereo not drawn)	2	5	2	-5	-15	-1	-20	1	15
O=C(OCCCC(=O)N1CCOCC1)c1ccccc1	-1	20	3	9	-4	1	-19	-2	-2
C/C(=N\NC(=O)c1cccc(S(=O)(=O)N2CCCC2)c1)c1ccco1	7	-2	.	5	-3	-13	-31	0	-7
Cc1ccccc1OCC(=O)NCC(=O)N/N=C/C=C/c1ccccc1	5	6	-6	0	-3	-13	-12[20 µM]	1	-23
N#Cc1ccc(C23CC4(C2)[C@H](CN(Cc2ccc(-c5ccccc5)cc2)[C@@H]4c2ccccc2)C3c2ccc(Cl)nc2)cc1 (stereo partly drawn)	-1	-36	-22	.	.	-9	-18	2	-21
O=C(CC1C(=O)NCCN1Cc1ccc(-c2ccccc2)cc1)NCCCn1cccn1 (stereo not drawn)	-3	-54	16	0	3	-7	-27	-1	16
CCn1c(O)c(N=NC(=O)c2cccs2)c2ccccc21	1	-1	-10	3	3	-22	-27	-4	-8
C=CCSc1ncnc2sc(C)c(C)c12	-1	32	-6	-4	-7	34	1	-2	-10
CCn1cc(C(=O)O)c(=O)c2cnc(N3CCN(C(=O)Nc4ccccc4)CC3)nc21	.	.	.	6	7	-3	6[20 µM]	.	.
O=C1NC(=O)C(CC(=O)N(Cc2cccs2)C2(C(=O)NC3CCCC3)CCCCC2)N1 (stereo not drawn)	-2	1	-5	3	-6	1	-22	0	-3
O=C(O)c1ccc(-c2ccc(/C=C3\NC(=O)N(Cc4ccc(Cl)cc4)C3=O)o2)cc1Cl	21	-21	-41	1	-10	-1	-14	20	20

A second format for part of the listing above:
> N#Cc1ccc(C23CC4(C2)[C@H](CN(Cc2ccc(-c5ccccc5)cc2)[C@@H]4c2ccccc2)C3c2ccc(Cl)nc2)cc1 (stereo partly drawn)
- Runt-SMMHC FRET: -1
- m-calpain inh: -36
- NCF1 inh: -22
- p97 inhibitor: .
- RBBP9 inhibitor: .
- Tb hexokinase: -9
- Furin inh: -18
- Runt-CBFb FRET: 2
- EBV gp42 block: -21
> CCn1cc(C(=O)O)c(=O)c2cnc(N3CCN(C(=O)Nc4ccccc4)CC3)nc21
- Runt-SMMHC FRET: .
- m-calpain inh: .
- NCF1 inh: .
- p97 inhibitor: 6
- RBBP9 inhibitor: 7
- Tb hexokinase: -3
- Furin inh: 6[20 µM]
- Runt-CBFb FRET: .
- EBV gp42 block: .

Remaining list, next part
SMILES	Runt-SMMHC FRET	m-calpain inh	NCF1 inh	p97 inhibitor	RBBP9 inhibitor	Tb hexokinase	Furin inh	Runt-CBFb FRET	EBV gp42 block
Cc1cc(C(F)F)n2nc(C(=O)Nc3sc4c(c3C#N)CCC4)nc2n1	-2	10	1	3	-1	-7	-6	0	7
CC(C)(C)NC(=O)COc1ccccc1C#N	-1	7	3	4	-2	0	-22	0	6
COc1cccc(C(C(=O)NC(C)(C)C)N(CC(C)C)C(=O)CCC(=O)Nc2cc(C)on2)c1OC (stereo not drawn)	3	19	-6	-2	-1	-2	-19	-3	-10
CCN1C(=O)/C(=C\c2ccco2)C(C(=O)OC)=C1C	-6	9	-13	-4	6	-20	0	-5	-6
CC(C)CCNc1cc(=O)n(C)c(=O)n1C	8	-22	-7	1	-7	1	-14	1	1
Cn1c2ccccc2c2cc(C(=O)NNS(=O)(=O)c3ccc(F)cc3)sc21	5	-114	-14	-2	-1	-8	-8[20 µM]	1	-7
c1ccc(Nc2ccc3c4c(cccc24)CC3)cc1	-1	-44	2	-1	-5	0	-16[20 µM]	-3	-10
CCN(CC)c1ccc2cc(C(N)=O)c(=O)oc2c1	95*	-144	-10	0	8	1	-19[20 µM]	4	-99
NS(=O)(=O)c1ccc2c(c1)oc(=O)c1cc(S(N)(=O)=O)ccc12	-4	-22	-2	5	-7	-1	-16	2	-14
COC(=O)c1cc(OC)c(OC)cc1NC(=S)N1CCN(c2ccccn2)CC1	6	11	4	2	4	-10	-22	0	-1
Cc1ccc(NC(=O)C2CCCN2C(=O)NCc2ccccc2)cc1 (stereo not drawn)	0	21	2	2	-6	4	-9	0	-15
O=C(Nc1nnc(Cc2ccc(Cl)cc2)s1)c1ccco1	2	-6	-2	2	12	-13	-3[20 µM]	0	-2
O=C(COC(=O)CCC(=O)c1cccs1)NCc1ccc(Cl)cc1	-7	-18	-4	4	-7	1	-7	1	-4
Cc1cc(CCN2CCC(=O)NC2=S)ccc1OC(C)C	2	11	-2	-5	-1	12	-3[20 µM]	4	-12
CC(C)(C)n1nc2c(c1NC(=O)c1ccc(S(=O)(=O)N3CCCCC3)cc1)CS(=O)C2 (stereo not drawn)	-1	2	5	1	-2	-1	-35	-2	-40
CCCNc1[nH]c(=O)n(C)c(=O)c1N=O	-1	27	-13	3	-8	-16	-23[20 µM]	.	-10
CNC(=O)C1CC(=O)N(CCc2ccccc2)C(=Nc2ccc(OC)cc2)S1 (stereo not drawn)	2	-5	-1	-3	-4	-4	-19	-1	0
CCOc1ccccc1Oc1c(C)oc2c(CN3CCN(CCO)CC3)c(O)ccc2c1=O	3	.	.	-2	-10	-11	-5	-2	.
Cc1ccc(S(=O)(=O)Nc2cc(Cl)c(O)cc2C)cc1	-35	14	-15	0	-2	5	-26[20 µM]	0	-4
COC(=O)C1(C)NC(c2cccs2)C2C(=O)N(c3ccc(F)cc3)C(=O)C21 (stereo not drawn)	-1	-15	2	-3	-4	-2	-21	-1	-1
O=C(c1cc([N+](=O)[O-])[nH]n1)N1CCSCC1	-8	-9	1	7	-7	-17	-11	2	-6
CC(C)C(NC(=O)OC(C)(C)C)C(=O)N1CCCC1C(=O)NC(Cc1ccccc1)C(N)=O (stereo not drawn)	4	14	-2	-5	-12	1	-25	-2	-18
O=C(NCCSc1c[nH]c2ccccc12)c1c(F)cccc1F	-8	16	-6	9	12	-2	-17	-1	-12
CCOC(=O)Cc1csc(NC(=O)c2ccc(Br)o2)n1	-1	-7	-6	4	0	-24	-15[20 µM]	1	-19

Already shown: an excerpt of the list.
SMILES	Runt-SMMHC FRET	m-calpain inh	NCF1 inh	p97 inhibitor	RBBP9 inhibitor	Tb hexokinase	Furin inh	Runt-CBFb FRET	EBV gp42 block
Cc1ccc(NC(=O)C2CCCN2C(=O)NCc2ccccc2)cc1 (stereo not drawn)	0	21	2	2	-6	4	-9	0	-15
O=C(Nc1nnc(Cc2ccc(Cl)cc2)s1)c1ccco1	2	-6	-2	2	12	-13	-3[20 µM]	0	-2
O=C(COC(=O)CCC(=O)c1cccs1)NCc1ccc(Cl)cc1	-7	-18	-4	4	-7	1	-7	1	-4
Cc1cc(CCN2CCC(=O)NC2=S)ccc1OC(C)C	2	11	-2	-5	-1	12	-3[20 µM]	4	-12
CC(C)(C)n1nc2c(c1NC(=O)c1ccc(S(=O)(=O)N3CCCCC3)cc1)CS(=O)C2 (stereo not drawn)	-1	2	5	1	-2	-1	-35	-2	-40
CCCNc1[nH]c(=O)n(C)c(=O)c1N=O	-1	27	-13	3	-8	-16	-23[20 µM]	.	-10
CNC(=O)C1CC(=O)N(CCc2ccccc2)C(=Nc2ccc(OC)cc2)S1 (stereo not drawn)	2	-5	-1	-3	-4	-4	-19	-1	0
CCOc1ccccc1Oc1c(C)oc2c(CN3CCN(CCO)CC3)c(O)ccc2c1=O	3	.	.	-2	-10	-11	-5	-2	.
Cc1ccc(S(=O)(=O)Nc2cc(Cl)c(O)cc2C)cc1	-35	14	-15	0	-2	5	-26[20 µM]	0	-4
COC(=O)C1(C)NC(c2cccs2)C2C(=O)N(c3ccc(F)cc3)C(=O)C21 (stereo not drawn)	-1	-15	2	-3	-4	-2	-21	-1	-1
O=C(c1cc([N+](=O)[O-])[nH]n1)N1CCSCC1	-8	-9	1	7	-7	-17	-11	2	-6
CC(C)C(NC(=O)OC(C)(C)C)C(=O)N1CCCC1C(=O)NC(Cc1ccccc1)C(N)=O (stereo not drawn)	4	14	-2	-5	-12	1	-25	-2	-18
O=C(NCCSc1c[nH]c2ccccc12)c1c(F)cccc1F	-8	16	-6	9	12	-2	-17	-1	-12
CCOC(=O)Cc1csc(NC(=O)c2ccc(Br)o2)n1	-1	-7	-6	4	0	-24	-15[20 µM]	1	-19

Going on with the list.
SMILES	Runt-SMMHC FRET	m-calpain inh	NCF1 inh	p97 inhibitor	RBBP9 inhibitor	Tb hexokinase	Furin inh	Runt-CBFb FRET	EBV gp42 block
O=C(OCC1O[C@@H](OC(=O)c2cc(O)c(O)c(O)c2)[C@@H](OC(=O)c2cc(O)c(O)c(O)c2)[C@@H](OC(=O)c2cc(O)c(O)c(O)c2)[C@@H]1OC(=O)c1cc(O)c(O)c(O)c1)c1cc(O)c(O)c(O)c1 (stereo partly drawn)	-76	-43	-116	67*	6	11	-2	-37	-4
CCN1C(=O)C(NC(C)=O)c2cc(OC)ccc21 (stereo not drawn)	-1	-3	-11	0	-12	15	-22	0	-11
Cn1c(C(C#N)C(=O)c2ccco2)nc2ccccc21 (stereo not drawn)	7	2	-4	0	-8	-43	-2	1	-16
CC1=C(C)CC(C(=O)Nc2ccc(C(=O)N3CCOCC3)cc2)C(C(=O)O)C1 (stereo not drawn)	-3	-18	2	0	-4	5	-18	0	9
CC1Oc2ccccc2C=C1/C=N/Nc1ccc(C(=O)O)cc1 (stereo not drawn)	38	17	-19	2	-2	-5	-16	14	-7
Cc1cc(C2(c3ccc(O)c(C)c3)C(=O)Nc3ccccc32)ccc1O	0	-40	-15	2	-11	-3	-22[20 µM]	1	0
CC1=C(C(=O)N2CCCCC2)C2(CCC(C)CC2)OC1=O (stereo not drawn)	-7	17	-7	-3	-3	-4	-17	0	5
